IP6K1 inh: Primary qHTS assay for small molecule inhibitors of Inositol hexaphosphate kinase 1 (IP6K1) | Inositol hexakisphosphate kinase 1 (Homo sapiens), Q92551 | IP6K1 kinase, ADP-Glo luminescence, 2 h; stronger effect = lower value | activity change, % (series mostly up to about 58 µM) | 140,000 tested, 0.81% active; in the data active = activity change below about -25%
Target sequence (Q92551 whole entry, looked up): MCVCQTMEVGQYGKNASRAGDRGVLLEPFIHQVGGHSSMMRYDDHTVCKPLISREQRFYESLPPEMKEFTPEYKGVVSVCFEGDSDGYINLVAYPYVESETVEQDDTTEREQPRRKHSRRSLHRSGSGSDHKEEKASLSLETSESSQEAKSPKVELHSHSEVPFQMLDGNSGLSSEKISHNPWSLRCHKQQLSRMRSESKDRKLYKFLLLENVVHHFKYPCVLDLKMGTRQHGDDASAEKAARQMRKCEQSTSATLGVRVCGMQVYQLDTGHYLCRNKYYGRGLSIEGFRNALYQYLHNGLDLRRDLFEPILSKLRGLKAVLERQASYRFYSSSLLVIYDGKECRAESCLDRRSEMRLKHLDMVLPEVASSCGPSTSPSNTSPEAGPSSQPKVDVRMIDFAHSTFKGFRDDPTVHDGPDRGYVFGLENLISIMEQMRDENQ
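ADP-Glo luminescence measures ADP made by human IP6K1 during a 2 h RT reaction with ATP/IP6 (mix at 1.3 mM/130 uM); top library doses 57.5 and 19.1 uM final.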
SNCA viab count: GF-AFC viability counterscreen for inhibitors of alpha-synuclein gene (SNCA) expression | HEK-293-SNCA-luc viability, GF-AFC fluorescence, 24 h | 150,000 tested, 0.12% active | AID 1671193, 2021 | Potency, µM (series often up to 57.1 µM), for the others: top-dose activity change, negative = cytotoxicity, usual class: cytotoxic;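 note: potency is the fitted concentration of half-maximal effect; 0% = DMSO-treated cells and -100% = medium-only wells without cells; nearly all actives have a fitted effect of over 30% in size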
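HEK-293-SNCA-luc cells (1500/well) plated 24 h, then exposed 24 h to a dilution series; GF-AFC added 30 min at 37C, fluorescence 405/540 nm; normalised to medium-only and DMSO wells, Hill fit.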
SNCA expr inh: Primary qHTS assay for inhibitors of alpha-synuclein gene (SNCA) expression; HEK-293 SNCA-luciferase knock-in, luminescence, 24 h; Potency, µM (highest dose often 57.2 µM), inactives show top-dose activity change, negative = inhibition, actives largely listed as inhibitors; 140,000 tested, 0.17% active; AID 1671194, 2021;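 note: potency is the fitted concentration of half-maximal effect; plate controls were DMSO cells for no effect and cell-free wells for full effect; nearly all actives have a fitted effect of over 45% in size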
3T3 cytotox: Cytotoxic Profiling in NIH 3T3 Cell Line of Diverse Libraries Using Quantitative High-Throughput Screening | NIH 3T3 viability, CellTiter-Glo ATP luminescence, 48-72 h | Potency, µM (doses to about 96.7 µM), for the others: at the highest dose activity change, negative = cytotoxicity, most hits filed as inhibitors | 94,000 tested, 4.3% active; note: potency is the fitted concentration of half-maximal effect; nearly all actives have a fitted effect of over 55% in size
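Luminescent ATP readout (CellTiter-Glo, 10 min RT) after 48 or 72 hr compound exposure of NIH 3T3 cells seeded at 400 cells/well in 1536-well format; quantitative HTS.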
GPT2 inh: Primary qHTS assay for inhibitors of Glutamate pyruvate transaminase 2 (GPT2). Alanine aminotransferase 2 (Homo sapiens), Q8TD30. Recombinant GPT2, coupled pyruvate oxidase/HRP Amplex Red fluorescence. Potency, µM (series often up to 57.7 µM), for the others: at the highest dose activity change, negative = inhibition, actives largely listed as inhibitors. 100,000 tested, 0.25% active. AID 1671188, 2021; note: potency is the fitted concentration of half-maximal effect; nearly all actives have a fitted effect of over 60% in size; many of its hits are not listed in these tables
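Fluorescence of coupled pyruvate oxidase/HRP/Amplex Red system (50uM Amplex, 30 min, dark) reports pyruvate formed by GPT2. Enzyme reaction: 10ng/uL GPT2, 2mM L-alanine, 250uM a-KG, 30 min room temperature, pH 7.5; 50uM AOA control.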
Luciferase inh: Firefly luciferase inhibition profiling of diverse chemical library using quantitative high-throughput screening; Luciferin 4-monooxygenase (Photinus pyralis), P08659; purified P. pyralis luciferase, luminescence, biochemical; Potency, µM (top dose mostly 115 µM), for inactives: top-dose activity change, negative = inhibition, hits mostly inhibitors; 76,000 tested, 2.5% active; AID 1347043, 2019; note: potency is the fitted concentration of half-maximal effect; nearly all actives have a fitted effect of over 65% in size
Target sequence (P08659 whole entry, looked up): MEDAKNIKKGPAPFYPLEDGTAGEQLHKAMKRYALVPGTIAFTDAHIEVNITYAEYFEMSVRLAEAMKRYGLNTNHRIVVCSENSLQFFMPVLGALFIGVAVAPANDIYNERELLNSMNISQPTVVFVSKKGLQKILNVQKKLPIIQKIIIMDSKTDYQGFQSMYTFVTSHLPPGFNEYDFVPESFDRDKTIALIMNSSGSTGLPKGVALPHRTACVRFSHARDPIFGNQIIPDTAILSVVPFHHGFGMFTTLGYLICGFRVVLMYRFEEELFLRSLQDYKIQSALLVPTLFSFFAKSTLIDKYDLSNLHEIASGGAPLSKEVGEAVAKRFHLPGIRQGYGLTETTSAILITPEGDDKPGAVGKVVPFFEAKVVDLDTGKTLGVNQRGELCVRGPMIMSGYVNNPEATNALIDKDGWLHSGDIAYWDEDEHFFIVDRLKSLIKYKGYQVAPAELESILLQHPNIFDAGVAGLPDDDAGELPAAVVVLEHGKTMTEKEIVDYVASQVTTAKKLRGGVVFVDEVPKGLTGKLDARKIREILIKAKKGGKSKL
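Purified 10nM P. pyralis luciferase with 10uM D-luciferin and 10uM ATP in 50mM Tris acetate pH 7.5, 10mM Mg acetate, 0.01% Tween-20, 0.05% BSA. qHTS titration; luminescence read by CCD imager.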
HEK293 tox: Cytotoxic Profiling in HEK 293 Cell Line of Diverse Libraries Using Quantitative High-Throughput Screening; HEK 293 viability, ATP luminescence (CellTiter-Glo), 48-72 h; Potency, µM (top dose mostly 115 µM), without a hit: at the highest dose activity change, negative = cytotoxicity, most hits filed as inhibitors; 94,000 tested, 6.6% active; AID 1345083, 2018; note: potency is the fitted concentration of half-maximal effect; nearly all actives have a fitted effect of over 60% in size
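HEK 293 cells at 250 cells/well were exposed to compounds by pintool transfer for 48 or 72 hr at 37 degree Celsius, 5% CO2. Viability was read as ATP-coupled luminescence with CellTiter-Glo after 10 min at room temperature.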
Starred values were filed as active, the others as inactive; i = inactive; ? = inconclusive; . = not tested or not shown; [ ] = remark or other dose. Unless noted, calls come from the whole dose curve; as a rule, active = well fitted curve in the direction sought with a large enough effect; inconclusive = small, poorly fitted or top-dose-only effect, or another doubt; inactive = no such curve, though single readings can be large; an effect the other way counts as inactive or inconclusive. Unless noted, % is set by controls: 0 for no effect and ±100 for the full control effect. These rows are one share of the data. The share of hits here may be higher or lower than overall.

SMILES	IP6K1 inh	SNCA viab count	SNCA expr inh	3T3 cytotox	GPT2 inh	Luciferase inh	HEK293 tox
COCCN1C(=O)CCC2(CNC(=O)c3ccncc3)CCCC=C12 (stereo unspecified)	11	10%	14%	i	2%	2%	-6%
CC(C)c1noc(-c2cccn3c(CNC(=O)c4ccccn4)nnc23)n1	14	-10%	?	0%	i	-1%	-3%
COc1cccc(-c2cc(C(F)(F)F)nc(NCc3ccc(F)cc3)n2)c1	6	1%	-13%	.	.	.	.
Cc1noc(C)c1C(=O)N1CCCC2(Cc3ccccc3CN2C(=O)C2CCCC2)C1 (stereo unspecified)	-4	2%[87.6 µM]	3%[87.6 µM]	?	-2%[88.5 µM]	.	?
O=C(N1CCC2(CCNCC2)CC1)C1(S(=O)(=O)c2ccccc2)CC1	-5	-16%	-14%	0%	-9%	-6%	-29%
Cc1nn2c(c1-c1ccccc1C(C)C)N(C(=O)CCc1cccnc1)CCC2	6	4%[87.6 µM]	-6%[87.6 µM]	?	1%[88.5 µM]	5%[172 µM]	-24%[172 µM]
CCN(CC)c1ccc(C2Nc3ccccc3-c3cc(C)nn32)cc1 (stereo unspecified)	-10	7%	9%	.	.	.	.
Cc1ccccc1S(=O)(=O)Cc1ccc(C(=O)NC2CCC(C)CC2)o1 (stereo unspecified)	-11	-10%	0%	.	.	.	.
CC(C)COc1ccc(C2=NC(c3ccncc3)=Nc3ccc(F)cc3N2)cc1	42	7%	14%	.	.	.	.
CCN(Cc1ccccc1)S(=O)(=O)c1ccc(N2CCCCS2(=O)=O)cc1	-9	-2%	?	.	.	.	.
O=C(c1ccc(=O)[nH]n1)N1CCCC(c2ccn[nH]2)C1 (stereo unspecified)	-11	9%	-19%	3%	4%	8%	-2%
COc1ncccc1-c1nccc2c(=O)cc(-c3ccncc3)oc12	-9	-11%[87.6 µM]	-7%[87.6 µM]	28µM*	?	-1%[172 µM]	-25%[172 µM]
Cc1ccc(-n2c(C3CCN(C(=O)COc4cccc(C)c4)CC3)n[nH]c2=O)cc1	-9	10%	28%	?	1%	-1%	1%
Cc1cc(C)c(S(=O)(=O)c2nnn3c2nc(NCCCOC(C)C)c2ccccc23)c(C)c1	10	6%	13%	-1%	-10%	.	1%
O=C(NCCc1ccccc1)[C@@H]1C[C@H](c2ccc(F)cc2)N([S+](=O)([O-])C2CC2)C1	10	-10%[87.6 µM]	-13%[87.6 µM]	?	1%[88.5 µM]	1%[172 µM]	-14%[172 µM]
CCCn1c2ccccc2c2cnn(CC(=O)N(CCCOC(C)C)Cc3ccco3)c(=O)c21	-20	?	-27%	.	.	.	.
CC[C@H]1CN(C(C)=O)CC[C@H]1CC(=O)Nc1nccs1	1	-13%[87.6 µM]	-22%[87.6 µM]	100µM*	?	-3%[172 µM]	112µM*
CN1CCN(C(=O)[C@@H]2CCC[C@@H](NC(=O)NC3CCCC3)CN(C)C(=O)C2)CC1	4	-15%[87.6 µM]	-8%[87.6 µM]	i	2%[88.5 µM]	0%[172 µM]	i
O=C(O)C1CC2(CCN(C(=O)CCCn3ccnc3)CC2)CN1 (stereo unspecified)	0	-2%	?	-2%	3%	-7%	-1%
COc1ccc(NC(=O)Cc2c[nH]c3ncc(-c4ccccc4)cc23)cc1OC	-15	-27%[87.6 µM]	9%[87.6 µM]	?	2%[88.5 µM]	2%[172 µM]	89µM*
C/C=C(\C)[C@@H]1C(C)=C[C@@H]2[C@H]([C@@H]1/C=C/C=C/C(=O)O)[C@@H](C)CC[C@@H]2O	2	-12%	.	.	i	.	.
COc1cccc(CNC(=O)c2ccc(-n3c(C)cc4c3CCCC4)cc2)c1	19	-13%	?	.	.	.	.
Cc1nc(CN2CCN(C(C(=O)O)c3cc4ccccc4o3)CC2)cs1 (stereo unspecified)	-16	-3%	7%	-11%	-4%	3%	-5%
COCCN1CCc2nc(SCC(=O)Nc3ccc(Br)cc3)[nH]c(=O)c2C1	0	4%	-28%	.	.	.	.
CC(=O)c1cc(CC(=O)NCc2cc(F)c(F)cc2F)cs1	-2	4%	14%	-8%	1%	-12%	-15%
COc1ccc(C2C=C(c3ccc(F)cc3)Nc3nc(-c4ccc(Cl)cc4)nn32)cc1 (stereo unspecified)	-1	-1%	-26%	.	.	.	.
C=CCN(C)C(=O)[C@@H](C)C1CC[C@@]2(C)Cc3sc(NCCCC)nc3[C@@H](C)[C@@H]2[C@H]1O (stereo partly specified)	9	-17%[87.6 µM]	-1%[87.6 µM]	35µM*	?	?	?
Cn1ccnc1CNC(=O)C[C@@H]1C[C@H]2O[C@H](CNC3CCNCC3)[C@@H](O)[C@H]2O1	-5	5%	5%	-5%	3%	0%	-4%
COc1ccc(C(=O)N2CCCC3(C2)Nc2cccnc2NC3=NC2CCCC2)cc1F (stereo unspecified)	1	-28%	5%	?	-28%	-1%	-32%
COC1C(=O)N(C2CCN(C(=O)c3cc4ccccc4[nH]3)CC2)C12CCOCC2 (stereo unspecified)	-17	10%	2%	-15%	i	?	?
CC(=O)Nc1cccc(OCC2CN(Cc3cccc(C(F)(F)F)c3)C(=O)c3c(ccnc3-c3ccc(OCC(=O)O)cc3)O2)c1 (stereo unspecified)	9	-13%	?	?	1%	6%	-10%
COCC(=O)NCC12CCC=C1N(C)C(=O)CC2 (stereo unspecified)	-11	14%	-13%	0%	i	5%	i
Cc1nc2cc(CNC(=O)CN3C(=O)CN(C)C3=O)ccc2n1C	9	2%	8%	1%	-12%	13%	-7%
CN1C[C@H](C(=O)NCCOc2ccccc2)C[C@H]1c1cccc(C(F)(F)F)c1	11	-2%[87.6 µM]	-13%[87.6 µM]	?	-19%[88.5 µM]	0%[172 µM]	100µM*
CCN(CC)CCCNC(=O)Cn1nc(C)n2c(cc3sccc32)c1=O	-3	4%	39%[activator]	.	.	.	.
COc1cc(NC(=O)CN2C(=O)CCc3cc(Br)ccc32)cc(OC)c1OC	-3	-12%	9%	.	.	.	.
c1ccc(CN2CCC(Nc3ncncn3)C2)cc1 (stereo unspecified)	-2	-4%	3%	-14%	-8%[11.5 µM]	-1%	-7%
Cc1nnc(CN2CCOc3c(O)cc(-c4ccccc4C)cc3C2)s1	10	-20%	0%	?	i	5%	?
Cn1nccc1C(=O)NCCC1CCN(C(=O)Nc2cc(F)cc(F)c2)CC1	-8	3%	2%	-23%	i	-6%	0%
O=C(NC[C@H]1OC[C@@H](N(Cc2ncc[nH]2)Cc2ncc[nH]2)[C@@H]1O)c1ccccc1	-5	4%[87.6 µM]	12%[87.6 µM]	4%[138 µM]	-12%[88.5 µM]	?	5%[172 µM]
C[S+](=O)([O-])c1cccc(Nc2n[nH]c(C(O)c3ccccc3)n2)c1 (stereo unspecified)	6	-4%[87.6 µM]	2%[87.6 µM]	?	-27%[88.5 µM]	6%[172 µM]	-13%[172 µM]
Cc1ccc(-n2ncc(C(=O)N3CCN(c4ccccn4)CC3)c2C2CCN(C(=O)OC(C)(C)C)CC2)cc1C	16	9%	2%	.	.	.	.
O=C(C1CC1)N1CC(Oc2ccc(-c3noc(C4CCOCC4)n3)cc2)C1	3	?	22%	?	-16%	-2%	?
CC(C)CNC(=O)C(NC(=O)c1ccccc1)C1CCN(C(=O)c2ccccc2)CC1 (stereo unspecified)	-8	1%	-6%	-6%	i	-1%	i
CN(C)S(=O)(=O)N1CCCC(c2nnc(CN3CCCCC3)n2C)C1 (stereo unspecified)	5	-5%	?	-10%	0%	-15%	-19%
Cc1cccc(C(=O)NC(=O)Nc2ccc(-c3cc(C(F)(F)F)nn3-c3ccccc3)cc2)c1	4	0%	-13%	.	.	.	.
O=C(NCc1ccc(Cl)cc1)C1CCCN(C(=O)c2cnn(-c3ccc(F)cc3)c2-n2cccc2)C1 (stereo unspecified)	-13	-20%	?	.	.	.	.
CCCOc1ccc(CN2CCC(C)(c3noc(C4CCOCC4)n3)CC2)cc1	-12	-4%	?	-25%	-10%	0%	?
CO[C@H]1C(=O)N(C(C)C)[C@H]1C1CCN(C(=O)C2CC2)CC1	23	7%	0%	-7%	i	8%	-2%
COc1ccccc1C(=O)Nc1cccc(C(=O)OCc2cc(=O)n3c4c(sc3n2)CCCC4)c1	15	-11%	-9%	.	.	.	.
Cc1ccc(CC(=O)NC(C)C(=O)N2CCN(c3ccccn3)CC2)cc1 (stereo unspecified)	9	-5%	4%	-13%	-15%	-2%	-17%
Cc1nc(NCCN2CCC(O)CC2)cc(C2CC(O)C2)n1 (stereo unspecified)	-12	8%	?	-15%	i	0%	i
CCc1cccc(NC(=O)[C@@H]2CN(S(=O)(=O)CC)C[C@H]2c2ccncc2)c1	8	-18%	52%[activator]	-23%	i	.	2%
COc1cccc(CC(=O)N2CCN(c3cc(C(F)(F)F)ncn3)CC2)c1	0	-8%	1%	-23%	i	9%	?
Cc1nnc(NC(=O)CC[C@H]2NC(=O)c3ccccc3NC2=O)s1	6	0%	32%[activator]	i	4%	-1%	i
CC[C@@]1(O)CCN(C(=O)c2ccccc2OCc2ccccc2)C[C@H]1O	5	-1%	1%	-8%	-9%	2%	-2%
COc1ccc(CN2CCC3(CC2)COCCN3C(=O)OCc2ccccc2)cc1O	-10	?	-18%[87.6 µM]	?	i	-2%[172 µM]	-20%[172 µM]

High-throughput results: PubChem BioAssay, National Center for Advancing Translational Sciences (NCATS)
